Screening results from PubChem.
Menin-MLL TR inh: qHTS Assay for Inhibitors Targeting the Menin-MLL Interaction in MLL Related Leukemias: Competition With Texas Red Labeled MLL-derived Mutant Peptide | Potency, µM (top dose mostly 61.6 µM), for the others: at the highest dose FP activity change, negative = inhibition, most hits filed as inhibitors | Menin + Texas Red MLL mutant peptide, fluorescence polarization | O00255 | AID 1768, 2009 | 0.23% of 270,000 active; active = well fitted inhibition curve with a large enough effect in the polarisation, with a control signal flat, not every such curve was filed as active; inconclusive = small, poorly fitted or top-dose-only effect, or effect the other way, or a change in a side signal; inactive = no such curve, though single readings can be large or run the other way; the % refers to the polarisation; note: potency is the fitted concentration of half-maximal effect; % of control where 0% means no effect; many of its hits are not listed in these tables
Target sequence (O00255 whole entry, looked up): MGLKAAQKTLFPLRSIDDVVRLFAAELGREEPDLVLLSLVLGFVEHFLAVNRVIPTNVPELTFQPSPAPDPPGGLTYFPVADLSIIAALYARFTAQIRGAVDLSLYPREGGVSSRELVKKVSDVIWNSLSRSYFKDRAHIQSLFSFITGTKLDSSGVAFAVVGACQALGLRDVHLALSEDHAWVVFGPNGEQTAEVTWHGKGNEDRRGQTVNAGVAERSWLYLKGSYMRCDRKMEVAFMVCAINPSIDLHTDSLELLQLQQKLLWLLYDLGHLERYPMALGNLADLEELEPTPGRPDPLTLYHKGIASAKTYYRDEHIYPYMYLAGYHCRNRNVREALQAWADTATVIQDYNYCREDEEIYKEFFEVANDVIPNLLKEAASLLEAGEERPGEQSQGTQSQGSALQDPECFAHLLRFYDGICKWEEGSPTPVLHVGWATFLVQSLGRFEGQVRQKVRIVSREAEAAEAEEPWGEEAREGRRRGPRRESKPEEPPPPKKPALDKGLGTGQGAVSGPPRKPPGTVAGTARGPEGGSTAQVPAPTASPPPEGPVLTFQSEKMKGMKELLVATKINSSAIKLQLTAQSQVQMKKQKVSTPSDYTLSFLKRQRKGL
Giardia killer: Small Molecules that selectively kill Giardia lamblia: qHTS; 0.15% of 340,000 active; Giardia lamblia trophozoite viability; AID 540267, 2011; activity change, % at 7.66 µM, hits read low; in the data active = activity change below about -80%; inconclusive = between about -30% and that limit;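 note: parasites exposed to compound for two days anaerobically before the ATP read; % is set by controls: 0 for no effect and ±100 for the full control effect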
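Each well holds 100 Giardia trophozoites and compound. After two days (48 hrs) at 37 deg C in anaerobic conditions, ATP is quantified by luminescence.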
S-ASM inh: Inhibitors of Secretory Acid Sphingomyelinase (S-ASM): qHTS. 0.006% of 340,000 active. Sphingomyelin phosphodiesterase (Homo sapiens), P17405. placental ASM, HMU-PC fluorogenic substrate, 60 min. Potency, µM (titrated, usually from 57.5 µM), without a hit: top-dose activity change, negative = inhibition, most hits filed as inhibitors; note: potency is the fitted concentration of half-maximal effect
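Human placenta-derived ASM preincubated with compound 10 min at room temperature, then reacted with 9 uM (final) fluorogenic HMU-PC substrate for 60 min at 37 C. Stop solution raises pH to 10; fluorescence read at Ex 386/Em 447 nm.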
FBPA coupling cs: qHTS Assay for Inhibitors of Fructose-1,6-bisphosphate Aldolase from Giardia Lamblia: Coupling assay counterscreen | coupling enzyme system counterscreen, AmpLite Red fluorescence | activity change, negative = inhibition, % at 58.2 µM, hits read low | 0.67% of 290,000 active | AID 2472, 2010; in the data active = activity change below about -30%; note: % is set by controls: 0 for no effect and ±100 for the full control effect
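Compounds tested against the coupling enzymes alone at 57.5 uM final; readout was AmpLite Red fluorescence (525/598 nm) after 20 min at RT.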
B2AR arrestin: qHTS assay of beta-arrestin-biased ligands of beta2-adrenergic receptor. beta-arrestin recruitment to beta2AR, cell-based reporter. Potency, µM (doses to about 46.1 µM), for inactives: at the highest dose activation, usual class: activators. Beta-2 adrenergic receptor (Homo sapiens), P07550. 0.02% of 330,000 active;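 note: potency is the fitted concentration of half-maximal effect; 0% = DMSO controls and full agonism = EC100 isoproterenol or metaproterenol; nearly all actives have a fitted effect of over 65% in size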
PKM2 activator: qHTS Assay for Activators of Human Muscle isoform 2 Pyruvate Kinase; Pyruvate kinase PKM (Homo sapiens), P14618; purified PKM2, Kinase-Glo ATP luminescence, activation; response scale: 0% is enzyme alone, no compound; Potency, µM (highest dose often 57.5 µM), without a hit: top-dose activation, hits mostly activators; 0.34% of 260,000 active; AID 1631, 2009; note: potency is the fitted concentration of half-maximal effect; % is set by controls: 0 for no effect and ±100 for the full control effect; nearly all actives have a fitted effect of over 55% in size
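Kinase-Glo luminescence reports ATP generated from ADP (0.1 mM) and PEP (0.5 mM) by purified hPK-M2 after 1 h at room temperature, pH 7.2 imidazole buffer; intermediate enzyme activity allows detecting inhibitors and activators.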
GALK inhibitor: qHTS Assay for Inhibitors of Human Galactokinase (GALK) | Purified GALK, Kinase-Glo residual ATP luminescence | Potency, µM (series often up to 57.5 µM), for the others: top-dose activity change, negative = inhibition, hits mostly inhibitors | 0.007% of 270,000 active | AID 1868, 2009; note: potency is the fitted concentration of half-maximal effect; % is set by controls: 0 for no effect and ±100 for the full control effect
Target sequence (P51570 whole entry, looked up): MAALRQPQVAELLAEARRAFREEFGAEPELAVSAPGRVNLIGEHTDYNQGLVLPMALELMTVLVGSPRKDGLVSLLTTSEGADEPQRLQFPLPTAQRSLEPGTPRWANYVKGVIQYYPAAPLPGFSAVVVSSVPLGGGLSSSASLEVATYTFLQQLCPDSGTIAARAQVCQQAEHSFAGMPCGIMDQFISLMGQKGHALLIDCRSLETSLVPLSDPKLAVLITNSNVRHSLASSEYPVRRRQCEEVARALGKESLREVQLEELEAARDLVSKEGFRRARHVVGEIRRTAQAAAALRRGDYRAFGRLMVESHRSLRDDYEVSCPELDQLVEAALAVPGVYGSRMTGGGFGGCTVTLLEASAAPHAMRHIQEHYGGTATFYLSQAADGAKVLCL
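Galactose (100 uM) and ATP (35 uM) were turned over by 5 nM GALK for 1 h at RT. Kinase-Glo Plus then converted the remaining ATP into a luminescent signal.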
Tb PFK block: qHTS Assay to Find Inhibitors of T. brucei phosphofructokinase. ATP-dependent 6-phosphofructokinase (Trypanosoma brucei brucei), O15648. T. brucei PFK, ADP-Glo luminescence. Potency, µM (top dose mostly 57.5 µM), for inactives: top-dose activity, negative = inhibition, hits mostly inhibitors. 0.17% of 330,000 active;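 note: potency is the fitted concentration of half-maximal effect; 0% = uninhibited 1x PFK enzyme wells and -100% = no-enzyme wells; nearly all actives have a fitted effect of over 60% in size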
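1.25 nM PFK with 0.5 mM F6P and 0.1 mM ATP in 0.1 M TEA pH 8.0, 5 mM MgCl2, incubated 45 min at room temperature; ADP measured by ADP-Glo luminescence; compounds titrated up to 57 uM.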
a7 integrin act: qHTS for Activators of Integrin-Mediated Alleviation for Muscular Dystrophy | alpha7betagal myoblasts, beta-gal FDG fluorescence, 48 h | 0.064% of 350,000 active | Potency, µM (highest dose often 38.3 µM), inactives show at the top dose activation, hits mostly activators | AID 624291, 2012;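 note: potency is the fitted concentration of half-maximal effect; 100% = response of the positive control SU9516; nearly all actives have a fitted effect of over 60% in size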
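Alpha7betagal+/- myoblasts (passage 13) were plated 16-24 hr, then exposed to compounds (1:260 dilution of DMSO stock) for 48 hours at 37C. After MPER lysis, β-galactosidase reporter activity was read as FDG fluorescence (ex 480/em 540) after 30 minutes.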
Chronic BCR inh: qHTS Assay to Find Inhibitors of Chronic Active B-Cell Receptor Signaling; AID 493014, 2011; Potency, µM (series often up to 46.1 µM), inactives show at the top dose ratio change, negative = lower green/red ratio, usual class: inhibitors; ABC-DLBCL IkBa-CBG/CBR reporter, luminescence ratio, 4 h; 0.05% of 340,000 active; active = well fitted inhibition curve with a large enough effect in the signal ratio, with a control signal flat, not every such curve was filed as active; inconclusive = small, poorly fitted or top-dose-only effect, or effect the other way, or a change in a side signal; the % refers to the signal ratio;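 note: potency is the fitted concentration of half-maximal effect; plate controls were basal doxycycline-induced cells for no effect and cells given 10 µM MG132 for full effect; MG132 reads +100%, hits lower the ratio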
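Concentration-response series (up to 46 uM) were applied to TMD8 dual-reporter cells for 4 h at 37C with doxycycline. Green/red ratio, after filter-overlap correction, defined %Activity; red signal alone was normalised to basal cells and zero luminescence.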
PTAP TSG101 blk: qHTS Assay for Iinhibitors of HIV-1 Budding by Blocking the Interaction of PTAP/TSG101. Tumor susceptibility gene 101 protein (Homo sapiens), Q99816. Potency, µM (highest dose often 115 µM), without a hit: at the top dose activity change, negative = inhibition, actives largely listed as inhibitors. Fluorescence polarization, FITC-PTAP peptide / Tsg101 binding. 340,000 tested, under 10 active; active = well fitted inhibition curve with a large enough effect in the main read-out, with a control signal flat, not every such curve was filed as active; inconclusive = small, poorly fitted or top-dose-only effect, or effect the other way, or a change in a side signal; inactive = no such curve, though single readings can be large or run the other way; note: potency is the fitted concentration of half-maximal effect; % of control where 0% means no effect
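FP read-out: FITC-PTAP peptide, 50 nM final, binding Tsg101 binding domain, 10 uM final; 20 min, r.t.; 10 mM HEPES pH 7.5, 0.15 M NaCl, 0.01% Tween 20, 3 mM EDTA, 0.1 mM TCEP.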
The depositor's hits bear a star; ? = inconclusive; · = not tested or not shown; [ ] = another dose, or the depositor's remark. Unless noted, calls come from the whole dose curve; as a rule, active = well fitted curve in the direction sought with a large enough effect; inconclusive = small, poorly fitted or top-dose-only effect, or another doubt; inactive = no such curve, though single readings can be large; an effect the other way counts as inactive or inconclusive. Some of the compounds tested; count on the stated rates, not on these rows.

Letters – A = Menin-MLL TR inh; B = Giardia killer; C = S-ASM inh; D = FBPA coupling cs; E = B2AR arrestin; F = PKM2 activator; G = GALK inhibitor; H = Tb PFK block; I = a7 integrin act; J = Chronic BCR inh; K = PTAP TSG101 blk
> CCOc1ccc(-c2ccc(C=O)o2)c([N+](=O)[O-])c1
  A = 5.1%	B = 24.0	C = -3.1%	D = -1.8	E = -0.4%	F = 0.6%	G = 4.0%	H = -1.5%	I = 2.1%	J = -1.9%	K = -1.4%
> Cc1cccc(/C=N/NC(=O)c2cc(Br)ccc2OCc2ccccc2)n1
  A = -11.1%	B = 3.8	C = -4.3%	D = -6.5	E = -0.1%	F = ·	G = -3.5%	H = 4.4%	I = -60.5%[inhibitor]	J = ?	K = 0.9%
> Nc1ccc(C(=O)OCc2nc3ccccc3s2)cc1
  A = 7.4%	B = -6.4	C = -3.1%	D = 0.4	E = -0.2%	F = 6.5%	G = -1.9%	H = -5.8%	I = -14.3%	J = ?	K = -2.6%
> COc1ccc(-c2ccc(C#N)c(OC(=O)c3c(Cl)cccc3Cl)n2)cc1
  A = 1.1%	B = -4.4	C = 14.7%	D = -3.1	E = ·	F = -3.3%	G = -3.8%	H = ·	I = -6.5%	J = ·	K = 1.1%
> COc1cccc(CN2C[C@]34C=C[C@@H](C[C@@H]3S2(=O)=O)O4)c1
  A = ·	B = -3.3	C = -1.0%	D = 1.3	E = -0.3%	F = 1.2%	G = 4.2%	H = -12.2%	I = 0.0%	J = -2.3%	K = -1.9%
> CCOC(=O)C(C)Oc1cccc2c(=O)n(CC(=O)N3CCc4ccccc43)ccc12 (stereo unspecified)
  A = -0.8%	B = -14.8	C = -8.5%	D = 3.2	E = 0.0%	F = 0.2%	G = 0.6%	H = -6.1%	I = 14.7%	J = 2.5%	K = 1.5%
> O=C(NC1(C(=O)NC2CCCC2)CCCCC1)c1ccc2c(c1)OCO2
  A = -4.8%	B = 8.0	C = 1.5%	D = 1.4	E = -0.1%	F = -0.9%	G = -0.7%	H = 0.5%	I = 10.6%	J = 3.8%	K = -6.8%
> COCCNC(=O)C1CC2Cn3c(nc4cc(Cl)c(Cl)cc43)C2N1C (stereo unspecified)
  A = ·	B = 40.6[activator]	C = 7.2%	D = 1.2	E = 0.0%	F = -6.8%	G = 2.4%	H = -18.9%	I = 22.5%	J = -0.8%	K = -6.8%
> Cc1cccc(NC(=O)c2nc[nH]c2C(=O)N[C@H](C)c2ccccc2)c1
  A = ·	B = 10.6	C = -6.8%	D = ·	E = 0.1%	F = ·	G = ·	H = 13.8%	I = -35.3%	J = 8.7%	K = -3.1%
> O=C(CSc1nnc(-c2cccnc2)n1CCN1CCCCC1)Nc1cccc(Cl)c1
  A = -5.7%	B = 12.6	C = 0.0%	D = -0.6	E = -0.6%	F = -19.9%	G = 3.4%	H = -2.6%	I = -32.9%	J = 2.6%	K = -4.0%
> Cc1[nH]n(-c2ccccc2)c(=O)c1C1(C(F)(F)F)C(=O)N(c2ccccc2)C2=C1C(=O)CC(C)(C)C2 (stereo unspecified)
  A = ?	B = 3.0	C = -4.6%	D = 3.2	E = 0.0%	F = 9.2%	G = 3.7%	H = 2.1%	I = 0.6%	J = ?	K = -2.9%
> COc1cc(OC)cc(C(=O)NCC2CCCN(C(=O)c3csc(C(C)C)n3)C2)c1 (stereo unspecified)
  A = ·	B = -1.6	C = -2.6%	D = ·	E = 0.4%	F = -6.0%	G = -3.1%	H = -1.0%	I = -0.7%	J = 0.1%	K = ·
> CCOC(=O)Cc1csc(SCc2nc3ccccc3c(=O)[nH]2)n1
  A = 2.2%	B = 6.2	C = 1.2%	D = -0.3	E = -0.2%	F = -0.7%	G = 8.7%	H = -3.1%	I = -30.1%	J = -0.6%	K = -4.5%
> O=C(O)CN1C(=O)/C(=C2\C(=O)N(Cc3ccccc3Cl)c3ccccc32)SC1=S
  A = ?	B = 17.8	C = 11.0%	D = 4.5	E = -0.2%	F = ·	G = -2.8%	H = 0.8%	I = ?	J = -4.7%	K = -11.7%
> CCOc1cc(C#N)c(NC(=O)c2cccnc2)cc1OCC
  A = ·	B = 3.1	C = 0.2%	D = -0.4	E = -0.1%	F = -7.6%	G = -2.1%	H = -1.4%	I = 1.2%	J = ?	K = -1.0%
> Cc1ccc(C(=O)Nc2ccc(Cl)cn2)cc1S(=O)(=O)N1CCOCC1
  A = -0.7%	B = -1.3	C = -0.9%	D = 1.7	E = 0.4%	F = -12.6%	G = -1.2%	H = -0.5%	I = -9.4%	J = 10.3%	K = -7.8%
> CC(C)CN(C(=O)COC(=O)CNC(=O)c1ccccc1F)C1CCS(=O)(=O)C1 (stereo unspecified)
  A = 9.8%	B = -20.5	C = 3.2%	D = 1.7	E = 0.1%	F = 0.9%	G = 0.5%	H = -1.5%	I = ?	J = 7.9%	K = -11.0%
> COC(=O)C1CC(=O)N(Cc2ccccc2)C1 (stereo unspecified)
  A = 2.4%	B = 11.3	C = -2.4%	D = 0.8	E = 0.4%	F = 0.0%	G = -1.0%	H = -1.8%	I = ?	J = -1.7%	K = -5.8%
> COc1ccc(-n2ccnc2CN2CCCC(CO)(Cc3cccc(OC)c3)C2)cc1 (stereo unspecified)
  A = ?	B = -15.3	C = 3.9%	D = 7.4	E = -0.4%	F = -0.4%	G = 0.9%	H = -8.4%	I = -25.1%	J = -1.8%	K = -5.6%
> O=S(=O)(NC1CCCC1)c1ccc(S(=O)(=O)NC2CCCC2)cc1
  A = 4.3%	B = -9.4	C = 1.4%	D = -1.1	E = 2.5%	F = -7.1%	G = 2.8%	H = 0.5%	I = -16.6%	J = -1.5%	K = -3.1%
> Cc1ccc(OCC(=O)N2CCC(C)CC2)c([N+](=O)[O-])n1
  A = ·	B = -5.7	C = 2.6%	D = ·	E = 0.1%	F = ·	G = ·	H = 0.1%	I = 0.0%	J = 1.9%	K = 0.0%
> CC(=O)NCCCc1c[nH]c2ccc(Cl)cc12
  A = 2.4%	B = 3.3	C = -2.6%	D = 1.1	E = -0.4%	F = -4.2%	G = 0.6%	H = -27.7%	I = 10.2%	J = -2.0%	K = -3.0%
